Screening results from PubChem BioAssay.
FLuc modulator = firefly luciferase modulation, counter-screen for miR-21 project; P08659; Potency, µM (top dose mostly 57.5 µM), for inactives: at the top dose activity change, negative = inhibition, most hits filed as inhibitors; 6.9% of 360,000 active; purified FLuc, Km substrates, luminescence inhibition;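 further: potency means the concentration at half of the fitted maximal effect; plate controls were vehicle for no effect and reference inhibitor for full effect; nearly all actives have a fitted effect of over 55% in size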
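Purified P. pyralis luciferase, 10 nM final, with Km-level 10 uM D-luciferin and 10 uM ATP in 50 mM Tris acetate pH 7.5, 10 mM Mg acetate, 0.01% Tween-20, 0.05% BSA; 6-point qHTS titration about 60 µM downward; luminescence read.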
Menin MLL FP TR = displaces Texas Red mutant MLL peptide from human menin; O00255; Menin + Texas Red MLL mutant peptide, fluorescence polarization; Potency, µM (doses to about 61.6 µM), without a hit: at the top dose FP activity change, negative = inhibition, most hits filed as inhibitors; 0.23% of 270,000 active; active means well fitted inhibition curve with a large enough effect in the polarisation, with a control signal flat, not every such curve was filed as active; inconclusive means small, poorly fitted or top-dose-only effect, or effect the other way, or a change in a side signal; inactive means no such curve, though single readings can be large or run the other way; the % refers to the polarisation; further: potency means the concentration at half of the fitted maximal effect; % of control where 0% means no effect; many of its hits are not listed in these tables
Target sequence (O00255 whole entry, looked up): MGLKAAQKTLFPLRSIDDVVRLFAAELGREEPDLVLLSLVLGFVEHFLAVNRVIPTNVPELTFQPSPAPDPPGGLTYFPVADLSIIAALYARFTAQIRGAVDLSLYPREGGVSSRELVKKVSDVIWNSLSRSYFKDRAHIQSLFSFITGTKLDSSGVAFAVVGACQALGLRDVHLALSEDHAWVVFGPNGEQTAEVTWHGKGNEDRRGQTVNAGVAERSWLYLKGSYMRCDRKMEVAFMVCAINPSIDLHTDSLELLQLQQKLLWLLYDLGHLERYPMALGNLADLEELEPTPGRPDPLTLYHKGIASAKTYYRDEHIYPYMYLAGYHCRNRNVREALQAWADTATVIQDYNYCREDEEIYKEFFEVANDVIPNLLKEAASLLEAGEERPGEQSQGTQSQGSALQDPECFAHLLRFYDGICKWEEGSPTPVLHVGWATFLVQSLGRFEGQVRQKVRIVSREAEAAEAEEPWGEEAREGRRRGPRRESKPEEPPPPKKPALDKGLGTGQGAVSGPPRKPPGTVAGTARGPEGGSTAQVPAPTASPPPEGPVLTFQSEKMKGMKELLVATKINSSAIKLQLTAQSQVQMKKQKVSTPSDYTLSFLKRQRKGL
KCNH2 3.1 inh = KCNH2 3.1 (human) potassium channel inhibition | AID 720553 | activity change, % (tested at about 1.8 µM) | U2OS KCNH2 3.1, thallium flux FluxOr; active compounds read low | 0.95% of 340,000 active;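 active means maximum activity change below -70%; inconclusive means maximum activity change from -70% to -50%; inactive means maximum activity change above -50%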;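 further: thallium influx rate constant from kinetic fluorescence after stimulation buffer; on the % scale 0 is the no-effect control and ±100 the full control effect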
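FluxOr-based Tl+ influx in U2OS cells transduced with KCNH2 3.1 virus; rate constants normalized to DMSO controls.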
MBNL1-CUG inh = MBNL1-poly(CUG) RNA binding inhibition; TR-FRET MBNL1-His/biotin-(CUG)12 binding, 665/545 ratio; Potency, µM (series often up to 57.5 µM), for the others: top-dose activity change, negative = inhibition, usual class: inhibitors; 0.036% of 280,000 active; active means well fitted inhibition curve with a large enough effect in the signal ratio, with a control signal flat, not every such curve was filed as active; inconclusive means small, poorly fitted or top-dose-only effect, or effect the other way, or a change in a side signal; inactive means no such curve, though single readings can be large or run the other way; the % refers to the signal ratio; further: potency means the concentration at half of the fitted maximal effect; on the % scale 0 is the no-effect control and ±100 the full control effect
Target sequence (Q9NR56 whole entry, looked up): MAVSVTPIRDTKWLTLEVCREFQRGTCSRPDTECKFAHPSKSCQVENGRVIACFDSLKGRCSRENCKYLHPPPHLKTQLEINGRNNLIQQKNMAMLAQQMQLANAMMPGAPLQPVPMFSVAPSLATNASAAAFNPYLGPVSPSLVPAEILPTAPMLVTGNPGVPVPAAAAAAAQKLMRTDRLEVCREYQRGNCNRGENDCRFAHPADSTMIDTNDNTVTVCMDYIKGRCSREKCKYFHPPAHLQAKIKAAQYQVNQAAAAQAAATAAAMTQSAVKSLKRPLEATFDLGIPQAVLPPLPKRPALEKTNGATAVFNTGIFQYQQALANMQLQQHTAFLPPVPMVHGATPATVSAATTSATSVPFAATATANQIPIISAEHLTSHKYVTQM
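Inhibition of protein-RNA binding appears as loss of TR-FRET between terbium anti-His antibody on MBNL1-His and streptavidin-XL665 on biotin-(CUG)12. Activity is normalized to buffer-only and uninhibited-complex controls.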
Rab9 promoter act = Rab9 promoter activation | Huh7 Rab9 promoter-luciferase reporter, luminescence, 24 h | Potency, µM (doses to about 9.22 µM), for the others: at the highest dose activation, negative = inhibition, actives largely listed as activators | 2.8% of 320,000 active | AID 485297; further: potency means the concentration at half of the fitted maximal effect; % of control where 0% means no effect; nearly all actives have a fitted effect of over 60% in size
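Measured in stably transfected Huh7 cells bearing a Rab9 promoter–luciferase construct: 24 h compound treatment at 37 °C, followed by luminescence detection.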
RORg inh = blocks mouse ROR gamma transcriptional activity. P51450. Drosophila S2 Gal4-RORgamma UAS-luciferase reporter, 20 h. Potency, µM (top dose mostly 53.6 µM), without a hit: at the top dose activity change, negative = inhibition, hits mostly inhibitors. 5.4% of 310,000 active; further: potency means the concentration at half of the fitted maximal effect; on the % scale 0 is the no-effect control and ±100 the full control effect; nearly all actives have a fitted effect of over 60% in size
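Stable Schneider cell line, Gal4 DNA-binding domain fused to ROR gamma, UAS-luciferase. Cmpd 1 hr RT → CuSO4 700 uM final → 20 hr RT → luciferase reagent 10 min → luminescence.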
Mito fusion yeast = mitochondrial division inhibition or fusion activation | S. cerevisiae fusion-defective mutant growth rescue, CellTiterGlo 48 h | Potency, µM (top dose mostly 46.1 µM), inactives show at the top dose growth rescue (activation), actives largely listed as activators | 0.23% of 320,000 active;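 further: potency means the concentration at half of the fitted maximal effect; % of control where 0% means no effect; nearly all actives have a fitted effect of over 45% in size; temperature-sensitive fusion mutants such as fzo1-1 at 37 °C on non-fermentable ethanol glycerol medium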
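Luminescent cell viability in 1536-well qHTS format served as the measure of rescued growth in ts fusion-mutant S. cerevisiae cultured on non-fermentable YPEG for 48 hours at 37C.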
VP16 counter = inhibits Gal4-VP16 luciferase reporter, ROR gamma counter-screen. Drosophila S2 Gal4-VP16 UAS-luciferase, luminescence, 20 h. Potency, µM (titrated, usually from 53.6 µM), for inactives: at the top dose activity, negative = inhibition, most hits filed as inhibitors. 3.5% of 310,000 active;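 further: Gal4-VP16 expression switched on by copper sulfate through the metallothionein promoter; potency means the concentration at half of the fitted maximal effect; on the % scale 0 is the no-effect control and ±100 the full control effect; nearly all actives have a fitted effect of over 50% in size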
PKM2 activator = activators of human pyruvate kinase M2. P14618. purified PKM2, Kinase-Glo ATP luminescence, activation; response scale: 0% is enzyme alone, no compound. Potency, µM (doses to about 57.5 µM), inactives show top-dose activation, actives largely listed as activators. 0.34% of 260,000 active. AID 1631; further: potency means the concentration at half of the fitted maximal effect; on the % scale 0 is the no-effect control and ±100 the full control effect; nearly all actives have a fitted effect of over 55% in size
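Purified hPK-M2 (>95% pure) converted ADP (0.1 mM final) to ATP with 0.5 mM PEP in 50 mM imidazole pH7.2, KCl, MgCl2, Tween 20, BSA; 1 h at room temperature. ATP detected by Kinase-Glo luminescence.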
ELG1 repair inh = inhibitors of ELG1-dependent DNA repair in HEK293T cells. HEK293T ELG1-luciferase reporter, luminescence, 16 h; DNA damage induced by 5-fluorouridine. Potency, µM (doses to about 46.1 µM), inactives show at the top dose activity change, negative = inhibition, actives largely listed as inhibitors. 2.3% of 330,000 active. AID 504467; further: potency means the concentration at half of the fitted maximal effect; on the % scale 0 is the no-effect control and ±100 the full control effect; nearly all actives have a fitted effect of over 55% in size
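In this reporter screen, reduction of luminescence relative to DMSO vehicle indicated activity. Compounds and 5-fluorouridine were added together to 2,000 cells per well, incubated for 16 hr at 37 °C, then developed with ONE-Glo.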
NPC1 promoter act = NPC1 promoter activation; Huh7 NPC1 promoter luciferase reporter, 24 h; Potency, µM (series often up to 9.22 µM), for the others: top-dose activation, most hits filed as activators; 2.4% of 320,000 active; AID 485313;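 further: potency means the concentration at half of the fitted maximal effect; % of control where 0% means no effect; nearly all actives have a fitted effect of over 60% in size; reporter is driven by a mutant NPC1 promoter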
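Stably transfected Huh7 (NPC1 promoter→luciferase), 1500 cells/well in Opti-MEM + 10% FBS, 2 h settle, then compound 24 h at 37 °C. Luminescence after 10 min with Amplite reagent.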
Starred values were filed as active, the others as inactive; ? = inconclusive; nt = no result given; [ ] = another dose, or the depositor's remark. Unless noted, the call rests on the fitted dose curve; in most records, active means well fitted curve in the direction sought with a large enough effect; inconclusive means small, poorly fitted or top-dose-only effect, or another doubt; inactive means no such curve, though single readings can be large; an effect the other way counts as inactive or inconclusive. Only part of the results is shown; count on the stated rates, not on these rows.

SMILES	FLuc modulator	Menin MLL FP TR	KCNH2 3.1 inh	MBNL1-CUG inh	Rab9 promoter act	RORg inh	Mito fusion yeast	VP16 counter	PKM2 activator	ELG1 repair inh	NPC1 promoter act
CCCn1c(SCC(=O)c2cc(OC)ccc2OC)nnc1-c1ccco1	-0.5%	-10.9%	-3.2	4.5%	17.9%	-1.6%	1.1%	2.9%	?	?	5.5%
OC1CCN(Cc2cccc(Oc3ccccc3)c2)CC1	-1.5%	2.3%	-7.1	6.5%	12.7%	14.6%	-6.2%	4.4%	0.9%	3.6%	-1.6%
CN1/C(=C\C(=O)Nc2cccnc2)c2ccccc2CC1(C)C	-1.4%	-14.5%	2.1	15.0%	-2.9%	?	-2.6%	-9.7%	-0.2%	-13.2%	-2.2%
CC(C)CN1C(=O)/C(=C/c2cccs2)NC1=S	?	25.2%	29.7	?	-3.6%	5.01µM*	6.8%	7.08µM*	8.9%	-5.8%	-0.4%
CCc1nnc(NC(=O)c2cccnc2SC)s1	-15.2%	2.4%	15.9	-8.1%	-1.0%	-7.5%	6.6%	7.2%	-5.0%	4.5%	-1.4%
Cc1sc(NC(=O)c2ccc(F)cc2)c(CN2CCCCCC2)c1C	-19.0%	14.4%	1.0	1.9%	-1.3%	0.7%	-2.7%	-3.9%	0.0%	?	5.6%
Cc1ccc(S(=O)(=O)N2CCCC2CNC(=O)C(=O)NCc2cccs2)cc1 (stereo unspecified)	3.2%	nt	-5.9	nt	1.3%	nt	7.0%	nt	nt	-14.6%	-1.6%
O=C(C[n+]1cccc(Br)c1)c1ccc(-c2ccccc2)cc1	-16.7%	-17.7%	-4.3	16.7%	-7.2%	26.9%	-2.7%	-5.0%	nt	5.7%	1.7%
Cc1cccc(C(=O)NCC(=O)NC(C)CCc2ccccc2)c1 (stereo unspecified)	-0.3%	nt	-19.1	0.6%	3.7%	0.0%	2.0%	6.8%	-0.1%	-13.6%	5.5%
C/C(=N\NC(=O)c1ccc(-n2cnnn2)cc1)c1ccc(Cl)cc1	4.3%	nt	-4.4	nt	-2.5%	nt	-0.6%	nt	nt	?	-1.9%
CCOc1ncccc1C(=O)OC(C)C(=O)Nc1ccc(Cl)cn1 (stereo unspecified)	-0.1%	nt	9.3	nt	-3.8%	nt	29.5%	nt	nt	?	9.4%
O=[N+]([O-])c1ccccc1S(=O)(=O)N1CCSCC1	3.5%	nt	1.9	nt	-0.8%	nt	3.7%	nt	nt	14.1%	0.5%
O=C(CSc1nc2ccccc2[nH]1)c1ccccc1F	8.49µM*	11.8%	14.7	-5.3%	1.58µM*	-14.2%	-6.5%	4.9%	-8.6%	?	1.41µM*
Cc1ccc(C(C(=O)NC2CCCCC2)N(C(=O)c2csnn2)c2ccccc2F)o1 (stereo unspecified)	2.7%	?	-0.1	-4.8%	-1.9%	-20.4%	2.6%	-3.9%	3.5%	1.9%	2.5%
CCn1nc(C(=O)OCC(=O)Nc2ncc(Cl)c(C)c2Cl)c2ccccc2c1=O	8.1%	-3.5%	2.2	8.0%	0.8%	38.3%	-1.3%	2.0%	2.3%	14.5%	-7.2%
Cc1cc(C)cc(NC(=O)NC2CCCCCCC2)c1	10.7µM*	nt	7.8	-7.0%	0.2%	19.2%	-11.1%	-0.7%	0.3%	?	0.8%
Cc1ccccc1NC(=S)NNc1ncc(C(F)(F)F)cc1Cl	10.2%	3.0%	35.3	-3.7%	-7.1%	3.0%	5.7%	3.5%	15.4%	?	0.2%
CC(=O)c1cccc(NC(=O)c2ccc(NS(=O)(=O)c3c(C)noc3C)cc2)c1	4.3%	-1.0%	23.8	-2.1%	4.8%	-22.9%	1.1%	-2.9%	-1.6%	?	-0.4%
Cc1ccccc1C(=O)NCC(=O)NCC1(N2CCOCC2)CCCCC1	3.8%	nt	-6.6	nt	-5.6%	nt	-0.7%	nt	nt	8.6%	-3.4%
Cc1cc(NC(=O)c2ccno2)no1	-1.8%	nt	12.6	0.4%	6.5%	3.4%	0.1%	-1.8%	-3.4%	1.7%	0.2%
CCN(CC)CCNC(=O)C(Oc1ccccc1)Oc1ccccc1	1.3%	-12.5%	-7.5	-4.1%	-6.5%	-5.9%	-8.7%	-3.5%	nt	1.5%	-1.2%
COc1ccc(/C=C/C(=O)NC(=S)Nc2ccccc2)cc1OC	-8.3%	28.3%	6.4	-0.6%	-3.9%	10µM*	-13.0%	?	nt	?	-2.4%
Cc1c(CCC(C)C)c(-n2ccnc2C)n2c(nc3ccccc32)c1C#N	3.5%	-17.7%	-10.3	1.3%	-9.9%	-20.3%	6.5%	6.9%	6.0%	7.7%	-2.6%
COC(=O)c1coc(-c2ccc(C)cc2)c1C(=O)OC	?	-6.4%	-3.6	-7.0%	2.9%	27.9%	-5.1%	4.6%	2.2%	?	19.7%
Fc1ccc(CN2CCSCC2)cc1F	3.9%	11.4%	-6.3	-13.9%	-2.6%	-7.8%	2.1%	1.9%	-3.5%	3.5%	-5.2%
C#CCO[C@@H]1C[C@H](n2cnc3c(NC(=O)c4ccccc4)ncnc32)O[C@@H]1CO	-2.3%	nt	-3.4	3.9%	16.4%	1.2%	11.9%	1.4%	4.7%	?	18.7%
S=c1[nH]nc(-c2cc(-c3ccsc3)n[nH]2)n1-c1ccccc1	-16.4%	nt	-9.9	nt	2.7%	?	9.4%	-4.8%	1.2%	-23.0%	-3.8%
CSc1ccccc1NC(=O)c1ccccn1	-17.8%	4.6%	-0.8	?	-4.6%	0.447µM*	3.4%	1.26µM*	2.1%	?	-4.2%
COc1ccc([N+](=O)[O-])cc1N(CC(=O)NC(C(C)C)C(C)C)S(C)(=O)=O	-2.0%	14.7%	14.8	?	-0.5%	2.9%	-0.7%	3.9%	-1.9%	?	-2.1%
CC(C)(C)C1CCC(=O)C(C2(O)C(=O)Nc3ccccc32)C1 (stereo unspecified)	-0.6%	7.0%	-19.1	-2.0%	0.9%	9.7%	2.1%	-1.1%	-2.5%	14.5%	0.6%
Cc1ccc(Cn2c(N3CCN(C)CC3)nc3c2c(=O)[nH]c(=O)n3C)cc1	-0.8%	-0.2%	-6.4	-5.7%	-0.7%	3.3%	1.4%	2.2%	11.6%[11.5 µM]	10.1%	-2.7%
Cc1cc(NC(=O)CCC(=O)N(CC(=O)NCC2CCCO2)c2ccc(Cl)c(Cl)c2)no1 (stereo unspecified)	-2.5%	-8.2%	0.9	-1.8%	-2.0%	8.5%	-2.7%	2.6%	0.2%	0.2%	-9.2%
CCOC(=O)C1=C(C)NC(=O)NC1c1ccc(OC(=O)c2ccco2)c(OC)c1 (stereo unspecified)	2.4%	-27.5%	7.0	-2.7%	-5.6%	16.4%	2.4%	-13.4%	-0.9%	-14.3%	-4.8%
Cc1cc2c(cc1S(=O)(=O)Nc1cccc(C)c1C)OCC(=O)N2	-2.1%	3.7%	-7.7	9.5%	-0.4%	-13.5%	4.7%	-11.3%	?	-4.5%	-2.4%
CCOC(=O)N1CCN(C(=O)CN(Cc2ccc(Cl)cc2)S(=O)(=O)c2ccccc2)CC1	2.8%	-10.9%	-0.8	-1.9%	-2.5%	3.2%	8.7%	0.2%	-5.1%	?	-2.2%
Cc1nc2c3c4c(sc3n3c(SCC(=O)NCc5ccco5)nnc3n2n1)COC(C)(C)C4	0.5%	-16.8%	-7.0	2.0%	-14.6%	19.0%	-3.4%	-2.1%	-3.0%	-3.6%	2.5%
C=CCN(c1ccccc1)S(=O)(=O)c1ccc(Cl)c(C(=O)OCC(=O)N(C)C2CCS(=O)(=O)C2)c1 (stereo unspecified)	-2.0%	-17.9%	4.1	-0.4%	0.7%	40.9%	-1.7%	-11.4%	8.5%	-9.0%	-3.0%
CCC(=O)Nc1ccc(C(=O)Nc2cc(C)on2)cc1	?	0.6%	4.2	-3.7%	26.5%	-13.3%	-0.8%	1.0%	1.7%	?	11.6%
Cc1ccc(SCC(=O)N(C)CC(=O)Nc2cccc(F)c2)cc1	-1.0%	nt	-3.2	nt	-1.4%	nt	1.2%	nt	nt	-9.4%	1.0%
Cc1ccccc1OCC(=O)OCn1nnc2ccccc2c1=O	-4.8%	nt	-2.3	-9.7%	-5.3%	4.1%	-0.6%	-0.6%	20.0%	5.2%	1.0%
O=C(COc1ccccc1)Nc1nc2ccccc2[nH]1	12µM*	7.5%	7.3	1.8%	3.55µM*	?	1.0%	nt	1.4%	?	?
